Compound activity: PubChem BioAssay, The Scripps Research Institute Molecular Screening Center
KOR antag MB: antagonists of human kappa opioid receptor OPRK1, Maybridge library | OPRK1 cells, antagonist mode, fluorescence readout | inhibition, % at 9 µM | 0.4% of 16,000 active | AID 652031; in the data active means inhibition above about 50%
Target sequence (P41145 whole entry, looked up): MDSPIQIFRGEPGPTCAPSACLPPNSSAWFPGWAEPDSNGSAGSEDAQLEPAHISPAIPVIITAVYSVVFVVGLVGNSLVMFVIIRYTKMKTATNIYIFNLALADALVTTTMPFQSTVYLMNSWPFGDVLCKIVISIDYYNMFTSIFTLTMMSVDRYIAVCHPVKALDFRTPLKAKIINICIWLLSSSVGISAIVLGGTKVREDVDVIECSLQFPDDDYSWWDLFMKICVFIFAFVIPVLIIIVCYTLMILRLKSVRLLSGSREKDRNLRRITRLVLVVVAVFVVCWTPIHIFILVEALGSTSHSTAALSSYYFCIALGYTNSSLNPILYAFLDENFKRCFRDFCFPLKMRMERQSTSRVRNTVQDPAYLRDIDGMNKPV
TLR4-MyD88 inh: TLR4-MyD88 interaction inhibition | O00206 | 0.06% of 16,000 active | inhibition, % at 10 µM | Cell-based TLR4-MyD88 binding inhibition assay; in the data active means inhibition above about 45%
NOTCH agonist: NOTCH pathway agonism; 0.4% of 15,000 active; NOTCH signaling luciferase reporter cells, luminescence; activation, % at 2.5 µM; in the data active means activation above about 2.2%
Luminol counter: luminol signal inhibition, Nox1 inhibitor counter-screen; HRP/luminol/H2O2 chemiluminescence counterscreen; 0.4% of 16,000 active; inhibition, % at 6.7 µM; further: reference of the scale not given here
Nox1 inhibitor: blocks human NADPH oxidase 1 activity; Q9Y5S8; HT29 cells, luminol chemiluminescence ROS; inhibition, % at 6.7 µM; 0.81% of 16,000 active; AID 1792
Target sequence (Q9Y5S8 whole entry, looked up): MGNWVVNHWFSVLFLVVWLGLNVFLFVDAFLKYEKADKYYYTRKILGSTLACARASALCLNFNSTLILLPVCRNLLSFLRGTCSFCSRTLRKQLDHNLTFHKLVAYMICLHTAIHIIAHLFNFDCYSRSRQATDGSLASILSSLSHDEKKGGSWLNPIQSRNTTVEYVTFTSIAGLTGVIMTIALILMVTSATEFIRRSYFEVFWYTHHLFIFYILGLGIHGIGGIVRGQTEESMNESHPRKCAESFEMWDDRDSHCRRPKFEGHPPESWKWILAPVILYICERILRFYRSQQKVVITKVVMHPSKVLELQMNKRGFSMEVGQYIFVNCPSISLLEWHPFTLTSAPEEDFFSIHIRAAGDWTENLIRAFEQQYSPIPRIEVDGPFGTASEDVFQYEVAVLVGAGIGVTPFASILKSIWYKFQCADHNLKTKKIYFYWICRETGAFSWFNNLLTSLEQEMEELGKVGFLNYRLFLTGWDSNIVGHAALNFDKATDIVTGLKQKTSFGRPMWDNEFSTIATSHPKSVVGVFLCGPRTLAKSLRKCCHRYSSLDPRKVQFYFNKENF
PME-1 Maybr inh: PME-1 (human) inhibition, Maybridge primary screen. AID 2291. 0.5% of 16,000 active. recombinant PME-1, FP-Rh probe fluorescence polarization. inhibition, % at 9 µM. Q9Y570; in the data active means inhibition above about 30%
S1P1 ag: S1P1 (human) receptor agonism | S1P1 agonist cell-based reporter assay | 1.5% of 16,000 active | P21453 | activation, % at 4.5 µM; in the data active means activation above about 80%
rat GALR2 agon: activates the rat galanin receptor 2 | O08726 | cell-based GALR2 agonist screen | activation, % at 10 µM | 0.5% of 16,000 active; in the data active means activation above about 15%
Starred values were filed as active, the others as inactive. Unless noted, no stated cut-off is given here; in the data, active means inhibition above about 75%; inactive means the rest.

Compound	KOR antag MB	TLR4-MyD88 inh	NOTCH agonist	Luminol counter	Nox1 inhibitor	PME-1 Maybr inh	S1P1 ag	rat GALR2 agon
COc1c(Cl)cc([N+](=O)[O-])c(OC)c1C(=O)NC(=O)Nc1c(C)cccc1C	-14	-3	-0.6	-7	0	7	-15	-8
CCOC(=O)c1noc(C)c1-c1csc(CS(=O)(=O)Cc2cccc(C(F)(F)F)c2)n1	-26	3	0.1	0	-35	7	-5	-3
O=C1c2ccccc2C(=O)N1CCCOc1ccc(Cl)cc1	-9	-12	0.0	-6	23	3	19	-8
O=C(NCc1cc(F)cc2c1OCOC2)c1ccno1	-15	10	0.0	3	-32	-4	-21	-4
Cc1c(C)c(C)c(CSC(=N)c2ccc[nH]2)c(C)c1C	-4	1	-0.1	1	1	-5	1	-8
Cc1cccc(NC2CS(=O)(=O)CC2O)c1 (stereo unspecified)	21	-15	-0.6	-1	-1	3	-9	-4
CCN(CC)S(=O)(=O)c1ccc(-c2cc(C(=O)OC)sc2C(F)(F)F)cc1	-7	2	0.4	-1	-46	2	7	-6
OCCCc1nc2ccc(C(F)(F)F)cc2[nH]1	2	-2	-0.3	2	-52	-2	-1	-6
Cc1nn(C(=O)Nc2ccccc2)c(C)c1Oc1ccc(Cl)cc1	-5	11	0.9	-3	-71	-19	22	-4
S=C(NCCc1ccccc1)Nc1cccnc1	-6	-6	0.3	-7	8	6	2	-4
O=C(c1ccco1)N1CCN(C(=O)c2ccco2)CC1	-3	-7	-0.8	-4	3	3	-9	-4
Cc1nn(-c2ccccc2)c(C)c1C(=O)Oc1ccccc1	23	-5	-0.2	-2	16	0	27	-5

Compound	KOR antag MB	TLR4-MyD88 inh	NOTCH agonist	Luminol counter	Nox1 inhibitor	PME-1 Maybr inh	S1P1 ag	rat GALR2 agon
Cc1cc(-c2nc(-c3ccnn3S(=O)(=O)c3ccccc3)cs2)no1	0	0	0.3	0	-26	1	2	-6
O=C(NC1CCCCC1)SCc1ccccc1	12	-4	-0.5	3	-27	-1	10	-7
Cn1ccnc1SCC(=O)Nc1ccc2c(c1)OCO2	-9	7	0.1	-1	-14	-2	-6	-8
O=[N+]([O-])c1ccc(CSc2cc(-c3ccccc3)nc3ncnn23)cc1	-7	1	-0.2	-3	-6	1	4	-6
C#CCOC(=O)Nc1cnc(Oc2c(Cl)cccc2Cl)c(C(F)(F)F)c1	12	1	-0.4	5	-62	-21	99*	-10
Oc1ccccc1C=NCCCN=Cc1ccccc1O	-16	4	-1.0	0	12	3	-8	0
COc1cc2c(cc1OC)C(c1sc3ccccc3c1Cl)=NCC2	-3	4	-0.9	3	-65	15	21	-6
CCOC(=O)c1cc(NC(=O)Nc2cccc(Cl)c2)ccc1Oc1cncc(Cl)c1	20	-1	1.7	-4	7	-184	80*	-12
CC(=O)C(/C=N/c1ncc(C(F)(F)F)cc1Cl)=C(\C)O	-5	1	0.0	0	-21	-3	-10	-7
CCCc1cnc(N2CCCNCC2)nc1	3	10	0.2	1	-67	0	12	-6
CC(=O)OC[C@H](OC(C)=O)[C@H](OC(C)=O)C12COC(=O)C(N1C(C)=O)C(C)(C)S2 (stereo partly specified)	26	-7	-0.1	-9	17	4	-5	-5
O=C(NCCNc1c([N+](=O)[O-])cc(C(F)(F)F)cc1[N+](=O)[O-])c1ccccc1Cl	-26	-3	-0.7	6	-62	8	49	-6

Compound	KOR antag MB	TLR4-MyD88 inh	NOTCH agonist	Luminol counter	Nox1 inhibitor	PME-1 Maybr inh	S1P1 ag	rat GALR2 agon
FC(F)(F)c1ccc(-c2nnc(-c3ccc4nsnc4c3)o2)cc1	-12	-10	-1.1	2	-57	10	0	-6
COC(=O)C1=NN(c2c(C)cccc2Cl)C(=O)C1	5	7	0.1	0	-7	4	5	-4
CC(C)NC(=O)Nc1ccc(OCc2ncc(C(F)(F)F)cc2Cl)cc1	7	-17	0.5	-8	29	3	4	-5
COc1nc(C)c([N+](=O)[O-])c(OC)n1	12	3	-0.2	-3	1	5	-6	-5
Cc1cc(C)c(C#N)c(Sc2c([N+](=O)[O-])ncn2C)n1	10	-10	-0.5	-7	-12	10	19	-6
O=c1ccnc(SCc2ccc([N+](=O)[O-])cc2)[nH]1	10	-1	0.1	2	-11	0	0	-5
CC(C)(C)c1ccc(/C(N)=N/OC(=O)CCSc2cccs2)cc1	0	12	1.0	0	-21	-3	2	-10
O=C(Nc1cccc(-n2cccc2)c1)Nc1csc2ccccc12	16	7	0.3	2	-1	-172	19	-6
COC(OC)c1ccc2c(N)c(C(=O)Nc3ccccc3)sc2n1	1	-8	-4.3	-1	-6	20	-3	-5
Fc1ccc(NC(=S)NCc2cccs2)cc1Cl	4	9	-0.2	0	23	3	12	-4
COc1cc(C2NC(=O)c3c(F)cccc3N2)c(Br)c(Br)c1O (stereo unspecified)	4	1	-0.1	-1	18	5	24	-4
O=S(=O)(c1ccc(F)cc1F)n1nccc1-c1ccc(-c2ccc(F)cc2F)o1	19	10	0.3	-2	-59	-1	-1	-5

Compound	KOR antag MB	TLR4-MyD88 inh	NOTCH agonist	Luminol counter	Nox1 inhibitor	PME-1 Maybr inh	S1P1 ag	rat GALR2 agon
CC(C)(C)NNC(=S)Nc1cccc(F)c1	8	-4	-0.8	7	25	3	-1	-8
O=S(=O)(c1c(Cl)sc(Cl)c1Br)N1CCSCC1	8	4	-0.2	-4	-21	4	23	-5
S=c1[nH]nc(-c2ccc(Cl)cc2Cl)n1-c1cccnc1	-5	14	-0.8	3	-76	-4	10	-6
COc1ccc(Cl)cc1NC(=O)CSc1nccn1C	0	0	-0.4	8	-55	-10	2	-5
COc1cc(NC(=O)c2cnccn2)cc(OC)c1	14	3	-0.4	14	-38	4	-9	-7
CCOc1ccc(/C=N/NC(=S)Nc2ccc(S(=O)(=O)N3CCCCC3)cc2)cc1	-8	-4	0.7	-1	16	-19	-20	-8
CCOC(=O)N/N=C/c1cc(C(F)(F)F)cc(C(F)(F)F)c1	18	-4	-0.5	-3	9	4	3	-10
Cn1c(=O)c2c(nc(Sc3ccccc3)n2Cc2ccc(Cl)cc2Cl)n(C)c1=O	1	-12	-0.1	-2	-31	3	-15	-2
Cc1cc(NC(=O)c2csc(-c3cc(C)on3)n2)no1	27	1	0.0	3	-10	6	8	-2
CCOC(=O)CSc1nc(-c2cccs2)cn1-c1ccc(C)cc1	13	-3	-0.7	4	-14	7	0	-5
CCC/C(O)=C(\C=N\c1ccc(C(=O)OC)o1)C(=O)OCC	-5	1	-0.1	-1	-138	4	83*	-3
Cc1nn(C)c(C(=O)NNC(=O)COc2ccc(Cl)cc2Cl)c1[N+](=O)[O-]	-10	-2	0.1	-4	-8	4	9	-4

Part of the list above in order of SMILES length, low to high.
Compound	KOR antag MB	TLR4-MyD88 inh	NOTCH agonist	Luminol counter	Nox1 inhibitor	PME-1 Maybr inh	S1P1 ag	rat GALR2 agon
COc1ccc(Cl)cc1NC(=O)CSc1nccn1C	0	0	-0.4	8	-55	-10	2	-5
S=c1[nH]nc(-c2ccc(Cl)cc2Cl)n1-c1cccnc1	-5	14	-0.8	3	-76	-4	10	-6
Cn1c(=O)c2c(nc(Sc3ccccc3)n2Cc2ccc(Cl)cc2Cl)n(C)c1=O	1	-12	-0.1	-2	-31	3	-15	-2

The list goes on.
Compound	KOR antag MB	TLR4-MyD88 inh	NOTCH agonist	Luminol counter	Nox1 inhibitor	PME-1 Maybr inh	S1P1 ag	rat GALR2 agon
Cc1nc(-c2ccc(C(F)(F)F)cc2)sc1C(=O)NN	-9	-15	0.1	4	8	1	-3	-7
CSc1nc(N)nc(N2CCSCC2)n1	-25	-2	-0.1	-7	8	5	-22	-7
O=S(=O)(Nc1cc(-c2cccs2)nn1-c1ccc(F)cc1)c1cccc(F)c1	10	9	-0.1	-5	5	10	55	-6
Cn1cc(Cl)c(-c2noc(-c3ccccc3C(F)(F)F)n2)n1	-14	-8	-0.3	-4	-18	6	18	-4
N#C/C(=C\Nc1ccc2c(c1)OCCO2)S(=O)(=O)c1ccc(C(F)(F)F)cn1	-20	1	0.6	-5	2	6	-2	-6
COC(=O)c1ccncc1C(=O)Nc1ccc(C)cc1	-11	-4	-0.3	-1	-56	1	-12	-2
CC1(C)CC(N2CCN(C3CC(C)(C)NC(C)(C)C3)CC2)CC(C)(C)N1	4	15	-1.0	2	-69	-2	8	-8
O=C(c1cccs1)n1nccc1-c1cccs1	9	-10	-0.7	-3	13	-3	1	-6
COc1cccc(CC(=O)NNC(=O)c2ccc3c(c2)OCO3)c1	3	7	-1.1	-2	-20	2	-3	2
CCOC(=O)Cc1csc(NC(=O)c2nccnc2C(=O)O)n1	12	7	-0.3	-4	-26	4	3	-6
C=CCSc1nnc2n1CCCN2	6	1	1.2	1	-46	1	-10	-6
O=C(Nc1ccccc1C(=O)O)c1cccs1	18	-3	-0.4	2	-47	0	-2	-5

Compound profiles, from the list above:
Results for CC1(C)CC(N2CCN(C3CC(C)(C)NC(C)(C)C3)CC2)CC(C)(C)N1 → KOR antag MB: 4; TLR4-MyD88 inh: 15; NOTCH agonist: -1.0; Luminol counter: 2; Nox1 inhibitor: -69; PME-1 Maybr inh: -2; S1P1 ag: 8; rat GALR2 agon: -8
Results for CCOC(=O)Cc1csc(NC(=O)c2nccnc2C(=O)O)n1 → KOR antag MB: 12; TLR4-MyD88 inh: 7; NOTCH agonist: -0.3; Luminol counter: -4; Nox1 inhibitor: -26; PME-1 Maybr inh: 4; S1P1 ag: 3; rat GALR2 agon: -6

Other entries follow:
Compound	KOR antag MB	TLR4-MyD88 inh	NOTCH agonist	Luminol counter	Nox1 inhibitor	PME-1 Maybr inh	S1P1 ag	rat GALR2 agon
Cn1nc(C(F)(F)F)c(-c2cccc(C(F)(F)F)c2)c1NC(=O)c1nccnc1C(=O)O	-3	-10	0.2	-1	-41	0	-27	-2
COC(=O)c1cc(=O)c2cccc(OC)c2[nH]1	16	8	0.0	5	-17	-1	1	-5
CCN1CCCC1CN1CNC(=S)NC1 (stereo unspecified)	2	12	0.1	-1	-66	3	-9	-9
c1csc(C2CC(C3SCCS3)CS2)c1 (stereo unspecified)	2	-4	0.3	-1	-21	3	-17	-3
COc1ccc(C(=O)CSc2nc(-c3ccccn3)nc(C)c2Cl)cc1	2	-5	-0.4	-3	-16	2	-21	-4
CCOC(=O)CSc1nc(Nc2ccccc2)c2cnc(N3CCOCC3)nc2n1	-7	3	-0.4	3	-39	-2	2	-4
Cc1cc(S(=O)(=O)NCC2CCN(C(=O)OC(C)(C)C)CC2)c(C)o1	14	8	-0.3	-8	20	6	23	-3
CCc1cccc(C)c1NC(=O)Nc1c(Br)cnn1C	-9	-1	0.2	-3	9	5	-6	-7
O=C(O)/C=C/C(=O)Nc1ccc(OC(F)(F)F)cc1	-7	8	-0.8	11	-99	0	2	2
N#CCc1ccc(NC(=O)C2=CCCCC2C(=O)O)cc1 (stereo unspecified)	-31	0	0.8	0	-27	0	16	-4
O=C1CSC(c2ccccn2)N1c1ccc(C(F)(F)F)cc1 (stereo unspecified)	-23	-1	-0.5	-2	-17	-2	-8	-4
CCOC(=O)C1CC(=O)C(C(=O)OCC)CC1=O (stereo unspecified)	-9	-4	-0.7	8	43	0	-7	-4

Compound	KOR antag MB	TLR4-MyD88 inh	NOTCH agonist	Luminol counter	Nox1 inhibitor	PME-1 Maybr inh	S1P1 ag	rat GALR2 agon
CCOC(=O)Cn1nnc(CSc2ccc(Cl)cc2)n1	-1	-7	-0.2	1	-46	-1	-19	-3
CCOC(=O)c1c(SC)n[nH]c1C	4	-1	-0.3	0	-8	6	-7	-3
CSCCn1c(-c2ccccc2)cc(C(=O)Nc2ccc3c(c2)OCCO3)c1C	18	-1	-0.3	4	-64	10	65	-6
CN1CCC(=NOC(=O)Nc2ccccc2)CC1	9	13	0.2	0	-45	-2	-1	-2
C/C(=N\Nc1nc(C(C)(C)C)cs1)c1ccc(C)nc1	-12	-1	-0.5	4	-91	6	28	-6
